EPAC2 antag: blocks human EPAC2 exchange factor; EPAC2 GEF exchange of Rap1B-BODIPY-GDP, fluorescence; Potency, µM (series often up to 114 µM), for the others: at the top dose activity, negative = inhibition, usual class: inhibitors; hit rate 0.18% among 360,000; AID 720708; also: potency is read from the fitted curve at half-maximal effect; % is scaled to controls: 0 for no effect and ±100 for the full control effect; nearly all actives have a fitted effect of over 45% in size; many of its hits are not listed in these tables
Abeta rescue: compounds reversing amyloid beta toxicity in yeast; yeast expressing A-beta42, growth rescue, OD600, 48 h; response scale: 0% DMSO, 100% iron-clioquinol control; Potency, µM (titrated, usually from 46.1 µM), without a hit: at the highest dose growth rescue, hits mostly activators; hit rate 0.063% among 410,000; AID 1347071; also: potency is read from the fitted curve at half-maximal effect; nearly all actives have a fitted effect of over 55% in size
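Yeast A-beta toxicity model in growth medium with pinned compounds, 48 h at 30 C; growth read as absorbance at 600 nm. Normalized to FeCl3/clioquinol equimolar mix (positive) and DMSO (negative).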
aSyn yeast inh: inhibitors of alpha-synuclein toxicity in yeast; Yeast expressing alpha-synuclein, growth rescue, BacTiter-Glo, 24 h; Potency, µM (doses to about 46.1 µM), for the others: at the top dose growth rescue (activation), actives largely listed as activators; hit rate 0.14% among 370,000; AID 652106; also: potency is read from the fitted curve at half-maximal effect; % of control where 0% means no effect; nearly all actives have a fitted effect of over 65% in size
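Screening used galactose-induced yeast with toxic alpha-synuclein levels, exposed to compound for 24 hr at 30 deg C. Cell growth, read with BacTiter-Glo luminescence, gave the measured signal.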
D3 antag: antagonists of human D3 dopamine receptor; hit rate 2.5% among 360,000; D3R cells, DiscoveRx beta-arrestin luminescence, antagonist mode; hits give low values; AID 652054; max response, negative = inhibition, %; in the data active = max response below about -50%; inconclusive = no clear call, values can overlap the other calls; also: % is scaled to controls: 0 for no effect and ±100 for the full control effect; mostly tested at two doses, the higher about 12 µM
Target sequence (P35462 whole entry, looked up): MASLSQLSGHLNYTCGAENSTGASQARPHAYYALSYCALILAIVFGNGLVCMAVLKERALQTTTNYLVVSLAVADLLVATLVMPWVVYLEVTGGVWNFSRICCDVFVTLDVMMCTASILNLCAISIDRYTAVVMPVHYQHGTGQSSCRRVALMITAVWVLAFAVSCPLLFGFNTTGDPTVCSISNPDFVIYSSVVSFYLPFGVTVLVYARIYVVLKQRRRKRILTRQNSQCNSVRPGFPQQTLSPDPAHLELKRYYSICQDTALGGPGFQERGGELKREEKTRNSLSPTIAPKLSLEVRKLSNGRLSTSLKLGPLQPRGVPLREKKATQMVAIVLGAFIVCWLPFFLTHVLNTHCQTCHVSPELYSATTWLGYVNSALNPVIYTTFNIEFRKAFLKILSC
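Cells plated overnight at 1500 cells/well, then exposed to library compounds with dopamine controls for 90 minutes at 37 degrees C. DiscoveRx reagent added for 30–60 minutes at room temperature; luminescence read, quantitative HTS format.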
TDP-43 yeast inh: TDP-43 toxicity inhibition in yeast | TDP-43 expressing yeast growth rescue, BacTiter-Glo, 24 h | Potency, µM (titrated, usually from 46.1 µM), inactives show at the highest dose growth rescue (activation), usual class: activators | hit rate 1.8% among 410,000 | AID 652104; also: potency is read from the fitted curve at half-maximal effect; % of control where 0% means no effect; nearly all actives have a fitted effect of over 50% in size
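Yeast cells expressing TDP-43 under galactose induction are exposed to compounds for 24 hr at 30 deg C. BacTiter-Glo luminescence measures growth, so protective compounds score as activators.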
D3 ag: activates the human D3 dopamine receptor | P35462 | D3R DiscoveRx beta-arrestin cells, luminescence, 90 min | max activation, % | hit rate 0.58% among 410,000 | AID 652048; in the data active = max activation above about 30%; also: 0% is about no effect; mostly tested at two doses, the higher about 12 µM
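Agonist-mode cell screen: cells plated at 1500/well and incubated overnight at 37 °C, then exposed to library compounds for 90 min at 37 °C. Detection reagent was added for 30–60 min at room temperature, and luminescence was read.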
EPAC2 ag: activates human EPAC2 exchange factor | EPAC2 activation, biochemical qHTS; response scale: 100% = 6.5 mM cAMP response | Potency, µM (titrated, usually from 154 µM), without a hit: top-dose activation, usual class: activators | AID 720711 | hit rate 0.079% among 360,000; also: potency is read from the fitted curve at half-maximal effect; nearly all actives have a fitted effect of over 50% in size
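In this primary screen, activation is scored as increased exchange of BODIPY-GDP from Rap1B by 100 nM EPAC2, with 50 uM GDP as competitor. Signal is normalized to the 6.5 mM cAMP agonist control.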
FUS suppressor: FUS proteinopathy suppression in yeast. S. cerevisiae FUS-expressing, growth rescue, OD600, 24 h. AID 1347120. hit rate 0.24% among 390,000. Potency, µM (top dose mostly 76.6 µM), inactives show at the highest dose growth rescue (activation), most hits filed as activators;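 also: potency is read from the fitted curve at half-maximal effect; plate controls were DMSO vehicle for no effect and reference control for full effect; nearly all actives have a fitted effect of over 55% in size; some results filed as inactive show a strong effect at the top dose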
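FUS-expressing yeast, raffinose-pregrown, induced in 2% galactose minimal medium at OD 0.005; compounds in a dilution series, 24hr at 30C. Growth restoration read as absorbance at 600 nm. CP55940 positive control, DMSO negative.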
Active calls of the source: *. Unless noted, calls follow the shape of the dose curve; as a rule, active = well fitted curve in the direction sought with a large enough effect; inconclusive = small, poorly fitted or top-dose-only effect, or another doubt; inactive = no such curve, though single readings can be large; an effect the other way counts as inactive or inconclusive. These rows are one share of the data; rates above refer to the full screens.

`O=C(Cc1cccc2ccccc12)NCCOc1ccccc1F` gave EPAC2 antag -13.3%, Abeta rescue 6.2%, aSyn yeast inh 5.9%, D3 antag -10.5, TDP-43 yeast inh 0.0%, D3 ag -14.5, EPAC2 ag 28.2% and FUS suppressor -7.0%.
`CN1CCN(c2nc(-c3ccc(Cl)cc3)cc(=O)[nH]2)CC1` gave EPAC2 antag -11.0%, Abeta rescue 6.7%, aSyn yeast inh 4.8%, D3 antag -22.2, TDP-43 yeast inh 2.1%, D3 ag -8.0, EPAC2 ag 1.2% and FUS suppressor -24.8%.
O=C(NC1CCCCCC1)C1Cc2ccccc2CN1C(=O)c1ccco1 (stereo not given) was read as EPAC2 antag 3.1%, Abeta rescue 5.9%, aSyn yeast inh -9.2%, D3 antag 7.0, TDP-43 yeast inh 4.2%, D3 ag 5.3, EPAC2 ag 1.4% and FUS suppressor inconclusive.
`COc1ccc(OC)c(NC(=O)c2nc(SCc3ccc(F)cc3)ncc2Cl)c1` gave Abeta rescue -10.8%, TDP-43 yeast inh 1.2%, D3 ag 2.7 and FUS suppressor -8.2%.
`CCCNC(=O)C1CN(S(=O)(=O)c2ccc(Cl)s2)c2ccccc2O1` (stereo not given) gave EPAC2 antag 7.5%, Abeta rescue 19.8%, aSyn yeast inh 12.6%, D3 antag 24.9, TDP-43 yeast inh 24.0%, D3 ag 7.6, EPAC2 ag -2.3% and FUS suppressor -1.7%.
`COCCCNC(=O)c1ccc(Cn2c(=O)c3cccn3c3cccnc32)cc1` gave Abeta rescue -3.9%, TDP-43 yeast inh 24.3%, D3 ag -1.9 and FUS suppressor -1.3%.
`CN(C)CCC(=O)c1ccc2c(c1)OCO2` gave EPAC2 antag 1.4%, Abeta rescue -24.6%, aSyn yeast inh 3.3%, D3 antag -61.0*, TDP-43 yeast inh inconclusive, D3 ag -2.0, EPAC2 ag -3.4% and FUS suppressor -7.1%.
For CC1(NC(=O)Cc2ccc(S(=O)(=O)N3CCOCC3)s2)CCS(=O)(=O)C1 (stereo not given) the results were EPAC2 antag 16.7%, Abeta rescue 8.8%, aSyn yeast inh -5.9%, D3 antag 5.5, TDP-43 yeast inh 19.0%, D3 ag 1.3 and EPAC2 ag -5.1%.
For Cc1ccc2c(c1)N(CC(=O)N1CCCC(C)C1)C(=O)CO2 (stereo not given) the results were EPAC2 antag 0.6%, Abeta rescue 7.3%, aSyn yeast inh 15.2%, D3 antag -4.5, TDP-43 yeast inh -8.7%, D3 ag 0.5, EPAC2 ag -10.2% and FUS suppressor -13.2%.
For CCc1nc2c(OCCOc3ccc(F)cc3)cccn2c1N(C)C(=O)c1cccs1 the results were EPAC2 antag inconclusive, Abeta rescue 5.8%, aSyn yeast inh -0.8%, D3 antag 0.0, TDP-43 yeast inh 4.8%, D3 ag -9.1, EPAC2 ag 15.4% and FUS suppressor 10.4%.
For COc1ccc(-n2ncc3c(N4CCN(c5cccc(C)c5)C(C)C4)ncnc32)cc1 (stereo not given) the results were Abeta rescue -18.1%, TDP-43 yeast inh 15.7%, D3 ag 5.2 and FUS suppressor -6.5%.
Screening Cc1cc(NCCCOC(C)C)n2c(nc3ccccc32)c1C#N returned EPAC2 antag 5.9%, Abeta rescue -10.2%, aSyn yeast inh 0.2%, D3 antag 0.0, TDP-43 yeast inh inconclusive, D3 ag 1.6, EPAC2 ag -11.2% and FUS suppressor -5.9%.
CN1C(=O)[C@@](O)(c2cn(C)c3ccccc23)c2ccccc21 was read as EPAC2 antag -5.0%, Abeta rescue -8.4%, aSyn yeast inh -1.0%, D3 antag -6.7, TDP-43 yeast inh 3.0%, D3 ag -1.3, EPAC2 ag 3.1% and FUS suppressor 0.5%.
For COc1ccccc1C(=O)NNC(=O)CN(C)S(=O)(=O)c1ccc(Cl)cc1 the results were EPAC2 antag 7.0%, Abeta rescue 1.4%, aSyn yeast inh 0.7%, D3 antag 47.2, TDP-43 yeast inh 17.8%, D3 ag 5.4, EPAC2 ag 5.1% and FUS suppressor -12.1%.
Screening CCNS(=O)(=O)c1ccc2nc(NC(=O)c3cccnc3)sc2c1 returned EPAC2 antag -3.1%, Abeta rescue 0.4%, aSyn yeast inh -0.7%, D3 antag -5.6, TDP-43 yeast inh 5.5%, D3 ag 3.3, EPAC2 ag 13.2% and FUS suppressor 31.2%.
`Cc1nn(CCS(=O)(=O)c2ccc(Cl)cc2)c(C)c1Br` gave EPAC2 antag 8.1%, Abeta rescue 21.6%, aSyn yeast inh 6.8%, D3 antag 15.3, TDP-43 yeast inh 21.8%, D3 ag 12.3, EPAC2 ag 1.5% and FUS suppressor 8.4%.
`O=S(=O)(Nc1ccc2c(c1)nc1n2CCN(Cc2ccccc2)C1)c1ccccc1` gave EPAC2 antag -7.6%, Abeta rescue 10.6%, aSyn yeast inh 0.5%, D3 antag inconclusive, TDP-43 yeast inh 18.2%, D3 ag 0.4, EPAC2 ag 12.6% and FUS suppressor inconclusive.
CCOC(=O)c1cnc2c(C(F)(F)F)cccc2c1N1CCN(C)CC1 was read as EPAC2 antag 0.9%, Abeta rescue 1.6%, aSyn yeast inh 4.2%, D3 antag 0.0, TDP-43 yeast inh -13.1%, D3 ag -5.9, EPAC2 ag 12.7% and FUS suppressor 8.9%.
`C/C(CC(=O)N(C(C)C)C(C)C)=N\NC(=O)c1ccccc1Br` gave EPAC2 antag 15.0%, Abeta rescue 3.5%, aSyn yeast inh 10.4%, D3 antag 11.0, TDP-43 yeast inh 10.9%, D3 ag -1.0, EPAC2 ag 2.2% and FUS suppressor -2.2%.
For Cc1ccc2nc(SCC(=O)Nc3c(C)n(C)n(-c4ccccc4)c3=O)[nH]c2c1 the results were EPAC2 antag -4.2%, Abeta rescue -4.8%, aSyn yeast inh 5.2%, D3 antag -22.5, TDP-43 yeast inh 8.3%, D3 ag -3.9, EPAC2 ag 5.7% and FUS suppressor 12.4%.
`O=C(Nc1cccnc1)c1ccc(Oc2ccccc2)cc1` gave EPAC2 antag -12.9%, Abeta rescue 11.6%, aSyn yeast inh 11.2%, D3 antag 3.2, TDP-43 yeast inh inconclusive, D3 ag -0.9, EPAC2 ag -1.4% and FUS suppressor inconclusive.
For C=CCN1C(=O)CSc2ccc(C(=O)OCC)cc21 the results were EPAC2 antag 0.1%, Abeta rescue 2.7%, aSyn yeast inh 8.3%, D3 antag 1.7, TDP-43 yeast inh 3.2%, D3 ag 8.6, EPAC2 ag 2.3% and FUS suppressor 12.7%.
Cc1ccnc(NC(=O)CSc2ccccn2)c1 was read as EPAC2 antag 16.4%, Abeta rescue 7.9%, aSyn yeast inh -5.0%, D3 antag -0.1, TDP-43 yeast inh 5.1%, D3 ag -1.9, EPAC2 ag 3.5% and FUS suppressor -11.9%.
`CC1CCN(C(=O)c2ccc(N(C)S(C)(=O)=O)cc2)CC1` gave EPAC2 antag 13.3%, Abeta rescue -13.0%, aSyn yeast inh 1.5%, D3 antag 9.6, TDP-43 yeast inh -18.8%, D3 ag -11.4, EPAC2 ag 16.6% and FUS suppressor -8.9%.
`CCc1ccc(-c2nc(CN3CCC(C(=O)NCCc4ccc(Cl)cc4)CC3)c(C)o2)cc1` gave Abeta rescue -9.1%, TDP-43 yeast inh -4.9%, D3 ag 7.1 and FUS suppressor -1.7%.
Screening Cc1ccc(-n2c(C)cc(/C=N/NC(=O)c3ccncc3)c2C)c(C)c1 returned EPAC2 antag -0.4%, Abeta rescue 21.0%, aSyn yeast inh 5.6%, D3 antag -13.6, TDP-43 yeast inh -6.2%, D3 ag -27.9, EPAC2 ag -0.3% and FUS suppressor 19.2%.
Screening c1ccc(-c2nc(N3CCOCC3)c3ccccc3n2)nc1 returned EPAC2 antag 11.3%, Abeta rescue -2.9%, aSyn yeast inh -3.9%, D3 antag -6.2, TDP-43 yeast inh -4.6%, D3 ag 6.7, EPAC2 ag -0.3% and FUS suppressor 21.2%.
`Cc1no[n+]([O-])c1COc1cccc(/C=C2\N=C(c3ccccc3)OC2=O)c1` gave EPAC2 antag -0.8%, Abeta rescue 6.7%, aSyn yeast inh 7.5%, D3 antag 9.7, TDP-43 yeast inh 26.8%, D3 ag 0.5 and EPAC2 ag -7.3%.
For O=C(CSc1ccccc1)Nc1ccccc1C(=O)O the results were EPAC2 antag -0.9%, Abeta rescue -8.9%, aSyn yeast inh 5.4%, D3 antag 4.1, TDP-43 yeast inh 2.0%, D3 ag 1.0, EPAC2 ag 10.5% and FUS suppressor -6.6%.
COc1ccc(NC(=O)NC(C)c2ccccc2)cc1 (stereo not given) was read as EPAC2 antag -5.7%, Abeta rescue 5.0%, aSyn yeast inh -9.2%, D3 antag 4.4, TDP-43 yeast inh -2.3%, D3 ag 10.9, EPAC2 ag 2.5% and FUS suppressor 15.4%.
COc1ccc(N=C2SC(C(=O)N3CCN(c4ccccc4)CC3)CC(=O)N2C)cc1 (stereo not given) was read as EPAC2 antag -8.5%, Abeta rescue 29.0%, aSyn yeast inh 10.1%, D3 antag 14.1, TDP-43 yeast inh 0.0%, D3 ag 1.7, EPAC2 ag -1.6% and FUS suppressor 26.8%.
Screening O=C(CSc1nc(=O)n2ccccc2n1)NCc1ccccc1Cl returned EPAC2 antag -6.0%, Abeta rescue -1.3%, aSyn yeast inh 0.0%, D3 antag 12.1, TDP-43 yeast inh 7.5%, D3 ag 2.3, EPAC2 ag -4.3% and FUS suppressor 17.0%.
`CC1CCc2nn(CC(=O)N3CCN(C(=O)c4ccco4)CC3)cc2C1` (stereo not given) gave EPAC2 antag 3.9%, Abeta rescue -2.5%, aSyn yeast inh -8.9%, D3 antag -8.9, TDP-43 yeast inh 5.6%, D3 ag 0.4, EPAC2 ag 2.9% and FUS suppressor -12.7%.
`S=c1[nH]nc(/C=C/c2ccccc2)o1` gave EPAC2 antag 2.7%, Abeta rescue -17.5%, aSyn yeast inh -3.6%, D3 antag -4.9, TDP-43 yeast inh -8.4%, D3 ag -3.3, EPAC2 ag 2.1% and FUS suppressor -14.5%.

Structures listed so far with bromine, in the order listed:
`Cc1nn(CCS(=O)(=O)c2ccc(Cl)cc2)c(C)c1Br` gave EPAC2 antag 8.1%, Abeta rescue 21.6%, aSyn yeast inh 6.8%, D3 antag 15.3, TDP-43 yeast inh 21.8%, D3 ag 12.3, EPAC2 ag 1.5% and FUS suppressor 8.4%.
`C/C(CC(=O)N(C(C)C)C(C)C)=N\NC(=O)c1ccccc1Br` gave EPAC2 antag 15.0%, Abeta rescue 3.5%, aSyn yeast inh 10.4%, D3 antag 11.0, TDP-43 yeast inh 10.9%, D3 ag -1.0, EPAC2 ag 2.2% and FUS suppressor -2.2%.

Assay outcomes as filed in PubChem BioAssay.
